Bioassay records from PubChem BioAssay.
NPY-Y1 PAM-ag – potentiators or agonists of human neuropeptide Y receptor Y1; P25929; NPY-Y1 expressing cells, potentiator/agonist activation; activation, % at 3.6 µM; 220,000 tested, 0.37% active; AID 1304; in the data active means activation above about 33%, passing the limit was not always enough;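 further: cells stimulated with NPY at EC10 then isoproterenol at EC100; 0% = low agonist plus stimulus and 100% = saturating agonist plus stimulus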
Target sequence (P25929 whole entry, looked up): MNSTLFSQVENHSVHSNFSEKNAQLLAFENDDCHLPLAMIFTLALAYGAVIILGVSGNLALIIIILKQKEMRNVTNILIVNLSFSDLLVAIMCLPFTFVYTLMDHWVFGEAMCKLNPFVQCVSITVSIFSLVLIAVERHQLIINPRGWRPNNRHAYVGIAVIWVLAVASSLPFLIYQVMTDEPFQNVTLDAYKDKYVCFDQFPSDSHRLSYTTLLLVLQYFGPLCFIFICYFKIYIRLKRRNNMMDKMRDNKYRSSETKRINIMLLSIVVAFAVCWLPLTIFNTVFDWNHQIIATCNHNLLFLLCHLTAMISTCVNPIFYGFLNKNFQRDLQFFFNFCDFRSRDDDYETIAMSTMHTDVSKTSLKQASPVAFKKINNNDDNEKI
p97 inhibitor – inhibitors of human p97 ATPase. 220,000 tested, 0.42% active. recombinant p97 ATPase, Kinase-Glo ATP luminescence, 3 h. AID 1481. inhibition, % at 8 µM; in the data active means inhibition above about 15%;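 further: 0% = DMSO vehicle and 100% = wells lacking enzyme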
Hck-Nef inh – blocks Nef-activated human Hck kinase. P08631. inhibition, % at 20 µM. AID 463187. Recombinant Hck-YEEI plus Nef, Z-Lyte FRET kinase assay. 220,000 tested, 0.68% active;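 active means Hck-Nef kinase inhibition above about 50%, limit read from the data; inactive means inhibition below that limit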;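 further: 0% = DMSO with Hck plus Nef and 100% = Hck alone without Nef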
Target sequence (P08631 whole entry, looked up): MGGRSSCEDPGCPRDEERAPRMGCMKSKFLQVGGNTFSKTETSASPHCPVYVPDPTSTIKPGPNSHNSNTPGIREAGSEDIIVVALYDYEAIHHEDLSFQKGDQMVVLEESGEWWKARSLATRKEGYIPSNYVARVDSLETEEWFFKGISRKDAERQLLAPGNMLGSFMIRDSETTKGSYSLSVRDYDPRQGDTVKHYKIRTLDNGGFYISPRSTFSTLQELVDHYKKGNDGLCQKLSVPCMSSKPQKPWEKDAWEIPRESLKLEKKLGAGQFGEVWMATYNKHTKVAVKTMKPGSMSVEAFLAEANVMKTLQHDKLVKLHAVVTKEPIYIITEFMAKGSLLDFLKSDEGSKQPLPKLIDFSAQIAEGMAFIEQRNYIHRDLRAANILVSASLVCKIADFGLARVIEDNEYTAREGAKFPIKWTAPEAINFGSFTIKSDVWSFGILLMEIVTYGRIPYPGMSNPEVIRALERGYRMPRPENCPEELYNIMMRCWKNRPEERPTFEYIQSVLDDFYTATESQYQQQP
Runt-CBFb FRET – Runt domain-CBFb interaction inhibition | inhibition, % at 20 µM | Cerulean-Runt/Venus-CBFb FRET ratio 530/480, 1 h | 220,000 tested, 0.46% active | Q01196+Q13951;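 active means inhibition over about 50% at 20 µM in the single-dose screen, limit read from the data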;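 further: 0% = DMSO wells and 100% = excess unlabeled CBFb competitor control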
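Assay system: Cerulean-Runt domain fusion protein, energy donor; Signal: fluorescence energy transfer, 422 nm excitation, 530/480 nm emission; Timing: 1 h compound exposure, room temperature; Control set: unlabeled CBFb; Medium: Tris buffer pH 7.5 with salts and BSA; Compound: single test concentration of 20 µM, 1% DMSO final; Probe or stimulus: Venus-CBFb 100 nM.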
Runt-SMMHC FRET – inhibitors of human RUNX1 Runt domain binding to CBFb-SMMHC; Q01196+Q13951; Cerulean-Runt/Venus-CBFb-SMMHC FRET ratio 530/480, 1 h; inhibition, % at 20 µM; 220,000 tested, 0.74% active; AID 1434;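 active means mean inhibition across duplicate retests at 20 µM reaching about 50%, limit read from the data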;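 further: 0% = DMSO wells and 100% = wells with excess untagged CBFb-SMMHC; inhibitors lower the FRET ratio by blocking Runt binding to CBFb-SMMHC; some results filed as inactive read as strong as hits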
Mdm2 ligase inh – inhibitors of human Mdm2 E3 ubiquitin ligase | signal enhancement, % at 5 µM | 210,000 tested, 0.11% active | cell-based MDM2 ubiquitination luciferase reporter, 2 h; 0 = plate control, 100 = twice control, blank-subtracted | Q00987;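 active means signal enhancement of 30% or more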;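 further: luminescence tracks abundance of the self-degrading MDM2-luciferase fusion protein; higher signal means inhibition of MDM2 E3 ligase activity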
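system = mammalian cells stably expressing self-ubiquitinating, self-degrading MDM2 E3–luciferase fusion | quantity = 2000 cells per well seeded | incubation = 4 h cell settling then 2 h compound exposure, 37 °C | signal = SteadyLite luminescence, 15 min reagent step | benchmarks = plate control and blank wells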
NPY Y1 blocker – blocks the human neuropeptide Y Y1 receptor; HEK293-CNG Y1 cells, membrane potential fluorescence; NPY at EC95, then isoproterenol; inhibition, % at 3.6 µM; 200,000 tested, 1% active; AID 1040;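 active means inhibition above the campaign mean inhibition of all tested compounds plus 3 SD, cut at about 20% in these data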;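 further: 0% = DMSO wells given NPY plus isoproterenol and 100% = isoproterenol alone without NPY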
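Material: HEK293 Y1/CNG channel cell line; also added: NPY (25 nM), isoproterenol (1 µM), Ro 20-1724 (25 µM); doses: one concentration, 3.6 µM, in 0.4% DMSO; schedule: compound incubation 1 h at room temperature, readout 45 min post-stimulation; technique: membrane potential fluorescence; measure: fluorescence ratio normalized to % inhibition between controls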
RBBP9 inh – human RBBP9 hydrolase inhibition. 220,000 tested, 0.2% active. AID 1515. recombinant RBBP9, FP-Rh probe fluorescence polarization. inhibition, % at 7.94 µM;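 active means inhibition above the campaign mean of all tested compounds plus 3 SD, cut at about 14% in these data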;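 further: plate controls were DMSO wells with RBBP9 for no effect and wells lacking RBBP9 protein for full effect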
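Controls: DMSO-treated enzyme wells and wells lacking RBBP9 | Material: RBBP9 protein | Technique: Fluorescence polarization | Replication: Single well per compound, no replicates | Buffer or medium: Tris-NaCl-Pluronic buffer, pH 8.0 | Timing: 30 min compound preincubation, 45 min probe labeling, 25 °C | Read-out basis: Percent inhibition from mP, scaled between DMSO and no-protein wells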
NPY-Y2 PAM-ag – potentiates or activates human NPY-Y2 receptor; cells expressing NPY-Y2, potentiator/agonist read-out; 220,000 tested, 0.45% active; P49146; activation, % at 3.6 µM; in the data active means activation above about 27%;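 further: cells stimulated with NPY near EC25 plus isoproterenol at EC100; 0% = vehicle plus submaximal agonist and 100% = vehicle plus saturating agonist; some results beyond the cut were filed as inactive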
* marks the source's active call; other numbers are inactive results; nt = not tested or not shown. The order is random; about 3.5% have a hit in one of these screens.

SMILES	NPY-Y1 PAM-ag	p97 inhibitor	Hck-Nef inh	Runt-CBFb FRET	Runt-SMMHC FRET	Mdm2 ligase inh	NPY Y1 blocker	RBBP9 inh	NPY-Y2 PAM-ag
CCSc1nnc(NC(=O)c2cccc(S(=O)(=O)N(C)c3ccccc3)c2)s1	-21.3	-0.1	1.1	-2.1	5.8	14.1	8.2	-3.9	1.0
CCC(C)NC(=O)Cn1c(=O)n(CCCCCC(=O)Nc2ccccc2)c(=O)c2sccc21 (configuration not stated)	-29.0	4.7	3.4	-1.5	-4.0	-10.2	-0.1	-6.3	-4.5
Cc1nn(Cc2ccc(Cl)cc2)c(=O)n1N(C)c1ncc(C(F)(F)F)cc1Cl	31.9	-2.2	-0.9	-2.9	9.3	11.5	-8.4	5.0	29.6
Cc1nc(SCC(=O)NC(C)(C#N)C2CC2)c2c(-c3cccs3)csc2n1 (configuration not stated)	3.0	9.1	-10.7	2.2	0.1	1.3	-2.2	0.5	-3.0
C(=N/N1CCN(c2ccccc2)CC1)/c1cccs1	17.4	-0.9	0.0	-0.6	-1.6	3.8	-3.3	-10.1	-6.2
COc1ccccc1NC(=O)N(Cc1ccco1)Cc1cc2cc(C)cc(C)c2[nH]c1=O	-38.3	7.6	0.7	-4.2	-1.9	6.8	0.1	6.6	-9.9
COc1cnc(SC(C)C)[nH]c1=O	-6.0	-1.5	-3.3	-0.3	-5.4	-5.6	2.1	-5.4	-5.2
COc1ccc(C2CC(C(F)(F)F)n3nc(C(=O)NCc4cn(C)nc4C)c(Cl)c3N2)cc1 (configuration not stated)	-13.4	-2.9	-0.1	-5.4	-1.0	-13.6	-5.2	7.2	3.7
COc1cc(/C=C/C(=O)OC(C)C(=O)Nc2c(C)n(C)n(-c3ccccc3)c2=O)ccc1OCC#N (configuration not stated)	11.9	8.2	-2.3	0.8	-1.4	4.0	-0.2	3.0	16.2
COc1ccc(N2CCN(C(=O)CSc3ccc([N+](=O)[O-])cc3)CC2)cc1	9.8	4.0	20.6	1.8	0.6	-4.4	5.6	2.4	0.0
O=C(CN1CCN(c2ncc(C(F)(F)F)cc2Cl)CC1)NC(=O)NCc1ccccc1	-28.0	-7.5	-6.5	-7.0	-0.2	-27.4	3.6	-9.2	-10.2
O=C(NCCc1csc(-c2cccnc2)n1)c1ccco1	6.8	7.4	5.8	2.6	0.8	-15.9	0.5	-4.3	-0.6
O=C(COC(=O)CCCN1C(=O)c2cccc3cccc(c23)C1=O)Nc1ccc(Cl)cc1	-12.9	1.6	0.5	0.0	-1.2	-10.1	-0.2	1.7	-2.0
CC(=O)Nc1cc(C)nn1-c1nc2ccccc2s1	13.6	1.6	27.4	-2.3	-0.5	-20.2	-2.6	-11.0	6.7
CCc1cc2ccc(OC)cc2nc1SCC(=O)N1CCN(C(=O)c2ccco2)CC1	24.9	1.1	22.4	-3.7	-5.1	nt	nt	-0.8	32.8
Cc1cc2nc(N)sc2cc1[N+](=O)[O-]	8.8	-3.5	1.7	-2.6	0.5	-5.9	-5.4	-3.4	-1.6
CCOC(=O)C1=C(C)N(C)C(=S)NC1c1c(OCC)ccc2ccccc12 (configuration not stated)	-2.3	4.2	24.9	-1.8	0.5	-10.3	-0.3	0.8	-3.3
CC(C)CC(C(=O)N1CCOCC1)N1Cc2ccccc2C1=O (configuration not stated)	-8.9	-0.6	26.1	2.0	3.7	-5.7	1.4	-4.9	-3.6
CCc1[nH]nc2c1C(c1ccc(C)o1)C(C#N)=C(N)O2 (configuration not stated)	4.3	3.6	9.4	-0.2	-2.1	nt	1.0	2.5	-14.1
CC(C)Cn1c2c(c(O)c(C(=O)Nc3nc4ccccc4s3)c1=O)CCCC2	0.6	-0.1	1.2	-7.0	-3.7	-15.7	nt	-0.5	0.5
Cc1cc(-c2ccccc2)nc2oc3c(c12)NC(=O)CN(c1ccccc1)C3=O	-14.8	-2.1	-7.5	-0.1	-1.4	-21.0	nt	-8.1	-20.3
O=C(NCc1ccco1)C1CCN(S(=O)(=O)N2CCOCC2)CC1	-12.2	3.1	2.9	0.1	-0.2	-2.6	3.0	4.3	-14.8
COCCNC(=S)NNC(=O)c1ccco1	-22.4	2.3	-22.5	-0.9	1.7	-7.5	2.3	7.2	-18.9
CC(C(=O)N1CCc2ccccc21)N1CCc2ccccc2C1 (configuration not stated)	9.5	1.3	1.4	0.2	-3.2	nt	0.8	-3.0	-0.5
Cc1cc(NC(=O)CSc2cn(CCNC(=O)c3ccc(Cl)cc3)c3ccccc23)no1	-0.8	4.8	-1.9	1.0	-0.2	-14.2	0.3	-4.0	12.3
CC1(C)CC2(CCCN(C(=S)Nc3ccccc3)C2)CCO1 (configuration not stated)	-0.4	-4.9	3.4	0.7	-1.3	-15.8	nt	-14.1	-8.8
O=C(CSCc1ccccc1)Nc1cccc(C(=O)Nc2ccc(C(=O)O)cc2)c1	22.2	6.1	1.1	0.5	-5.8	-7.6	3.4	-3.0	2.5
O=C(Nc1cccc2ccccc12)c1nn(C23CC4CC(CC(C4)C2)C3)cc1[N+](=O)[O-]	23.0	3.7	1.9	-1.0	2.0	-16.0	-1.7	-14.2	10.8
CCOC(=O)C1(Cc2ccc(Cl)cc2)CCN(Cc2nccn2CC)CC1	-29.6	-2.2	6.9	-3.0	3.1	-10.3	9.8	2.7	-31.5
CCOc1ccc(Nc2oc(-c3ccccc3Cl)nc2C#N)cc1	3.5	-1.9	6.6	4.1	1.5	9.6	7.8	-7.6	6.5

As entered above.
RBBP9 inh result of `CC1(C)CC2(CCCN(C(=S)Nc3ccccc3)C2)CCO1` (configuration not stated) → -14.1
NPY-Y1 PAM-ag result of `COCCNC(=S)NNC(=O)c1ccco1` → -22.4

Next part.
SMILES	NPY-Y1 PAM-ag	p97 inhibitor	Hck-Nef inh	Runt-CBFb FRET	Runt-SMMHC FRET	Mdm2 ligase inh	NPY Y1 blocker	RBBP9 inh	NPY-Y2 PAM-ag
O=C(Nc1ccccc1)OCc1cnc(Cl)s1	-28.2	0.7	-3.1	-0.8	1.3	-10.8	-3.8	-13.6	-7.6
Cc1cccc(-c2ncc(S(=O)(=O)C(C)(C)C)c(N)n2)c1	-9.4	-2.1	1.6	0.8	-1.2	-15.5	nt	-12.2	1.2
CCc1ccc(N2C(=O)c3cc(N4CCOCC4)c([N+](=O)[O-])cc3C2=O)cc1	18.1	6.2	7.3	-2.5	1.6	-8.6	-1.0	-11.1	12.7
CCOC(=O)CNC(=O)CSc1ncnc2c1cnn2-c1ccc(C)cc1	-5.4	8.2	0.8	-1.3	2.6	-10.1	1.1	-11.5	11.3
CC1CN(C(=O)N2c3ccccc3Sc3ccccc32)CC(C)O1 (configuration not stated)	-14.6	-4.9	3.8	-1.3	-0.3	-4.6	6.9	-1.3	-9.8
CC(C)Oc1cccc(-c2cc(C(=O)NC(=S)N(C)c3ccccc3C(=O)O)c3ccccc3n2)c1	6.8	6.7	-1.1	4.7	5.6	-9.6	-2.8	0.0	0.1
Cc1ccc2cccc(S(=O)(=O)N3CCN(c4cccc(Cl)c4)CC3)c2n1	-9.6	-1.9	9.4	0.9	-2.9	-18.4	0.3	-7.8	-18.6
CCc1ccc(OCc2nnc(SCC(=O)NCc3ccco3)o2)cc1	-32.5	-4.1	4.2	1.0	6.8	-6.5	6.0	1.1	-15.2
COc1cccc(CN2CCNC(=O)C2CC(=O)N2CCOc3ccccc3C2)c1OC (configuration not stated)	-11.9	2.0	3.8	-5.3	-0.4	nt	2.8	-2.0	-7.9
CCOc1ccccc1NC1=NC2CS(=O)(=O)CC2S1 (configuration not stated)	-2.6	1.3	-7.1	0.2	1.9	-9.3	nt	-3.8	-8.8
CC(CNC(=O)C1CCCCC1C(=O)O)c1ccccc1 (configuration not stated)	10.8	2.2	-18.7	1.7	-3.6	-16.5	-3.8	3.4	14.4
CCn1c(C(C)NC(=O)Cc2ccccc2)nc2ccccc21 (configuration not stated)	11.7	-0.9	1.3	-0.9	3.4	-14.3	-1.1	-12.8	-8.6
CCOc1nc(Nc2ccc([N+](=O)[O-])cc2)nc(NC(C)(C)C)n1	11.1	2.9	3.4	-1.7	2.8	-8.0	-1.0	-1.1	0.9
CCOC(=O)CSc1nnc(-c2ccccc2NC(=O)c2ccccc2)o1	-3.5	5.4	-0.2	0.1	-9.9	-6.8	2.2	-2.0	-3.1
Cn1c(-c2cccs2)nc2ccccc21	-10.4	5.2	5.4	nt	-0.4	-75.5	-0.6	4.0	-8.3
CCOc1cc(C#N)c(NC(=O)c2cccnc2Cl)cc1OCC	4.4	4.0	-0.2	-0.6	-0.5	nt	-0.4	-5.3	8.4
Cc1ccc(C(=O)CSc2nnnn2Cc2ccccc2)cc1C	-30.5	1.3	12.3	2.1	-0.8	nt	nt	3.5	-18.3
CCc1ccc(C(=O)/C=C/Nc2ccc(S(=O)(=O)Nc3onc(C)c3C)cc2)cc1	5.1	4.5	9.6	-2.2	6.9	2.7	5.9	-8.8	6.3
CN(C(=O)CSc1nnnn1-c1ccccc1)C1CCCCC1	-6.5	-1.3	1.1	-0.9	1.0	-6.8	-3.3	-2.7	9.8
CCOC(=O)c1c(NC(=O)c2ccc(N3C(=O)[C@@H]4[C@H](C3=O)[C@H]3C=C[C@@H]4C3)cc2)sc2c1CC(C)CC2 (some centres not stated)	-12.1	-0.5	0.1	-9.0	-7.7	3.4	1.1	-1.8	-17.8
Nc1ccc(S(=O)(=O)NNC(=O)C(=O)NNc2ccccc2)cc1	-5.8	1.5	3.2	0.9	-1.7	-5.5	2.3	4.2	18.7
COc1ccc(CNc2ccc3cn[nH]c3c2)c(OC)c1OC	7.2	3.9	1.1	7.2	2.2	-11.6	5.1	3.1	7.5
O=C(NC(=S)Nc1cccc2[nH]ncc12)c1ccccc1	4.2	3.8	6.7	15.4	4.3	-20.4	1.2	-9.6	6.5
Cc1ccc(C)c(-c2csc(N)c2C(=O)OC(C)C)c1	12.6	4.2	1.0	2.6	0.4	-5.5	2.6	-4.7	-6.0
CCN(CC)C(=O)N1CCN(C(=O)c2ccc(C)cn2)CC1	5.2	7.1	2.0	1.1	1.6	nt	-2.8	18.9*	5.8
